Screening data (PubChem)
Statin myotox sup: protects C2C12 myotubes from simvastatin toxicity | ATP luminescence, 48 h; scaled: DMSO 0, geranylgeraniol control 100 | rescue of ATP level, % at 7.49 µM | hit rate 0.78% among 330,000;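 active = mean ATP rescue above about 67%, or every replicate alone reaching that limit, limit read from the data, passing the limit was not always enough; inconclusive = no clear call, values can overlap the other calls; inactive = mean under the limit and some replicate under it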;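 also: myotubes were challenged with 10 µM simvastatin during compound exposure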
miR-122 sensor: inhibitors of miR-122 in Huh7 cells. Huh7 miR-122 Renilla luciferase sensor, 48 h; neutral wells = 0, positive control = 100. activation (reporter increase), % at 12.5 µM. hit rate 0.3% among 340,000;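 active = mean replicate activation score at least 90 and every replicate individually at or above 90; inconclusive = only one of the two criteria met; inactive = neither criterion met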;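 also: higher luciferase means less miR-122 activity so hits act as miR-122 inhibitors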
SIRT5 block: inhibitors of human sirtuin-5 desuccinylase | Q9NXA8 | Purified SirT5, succinyl-peptide AMC, trypsin-coupled fluorescence | inhibition, % at 15 µM | hit rate 1.1% among 330,000 | AID 652115; in the data active = inhibition above about 15%; inconclusive = no clear call, values can overlap the other calls
Target sequence (Q9NXA8 whole entry, looked up): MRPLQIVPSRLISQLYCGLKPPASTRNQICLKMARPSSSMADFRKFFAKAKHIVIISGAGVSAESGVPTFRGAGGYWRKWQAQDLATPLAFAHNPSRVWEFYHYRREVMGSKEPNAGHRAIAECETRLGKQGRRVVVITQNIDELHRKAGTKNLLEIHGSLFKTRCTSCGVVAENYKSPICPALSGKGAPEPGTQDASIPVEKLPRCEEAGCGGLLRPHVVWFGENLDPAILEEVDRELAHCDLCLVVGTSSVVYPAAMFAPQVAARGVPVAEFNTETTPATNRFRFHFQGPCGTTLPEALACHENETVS
ERp5 block: blocks human ERp5 reductase activity on insulin; Q15084; ERp5 insulin aggregation, absorbance 650 nm, 90 min; inhibition, % at 9.99 µM; hit rate 0.05% among 350,000;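 active = mean replicate inhibition above about 25%, with every replicate also reaching it, limit read from the data, passing the limit was not always enough; inconclusive = only one of those two criteria met; inactive = neither criterion met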
Target sequence (Q15084 whole entry, looked up): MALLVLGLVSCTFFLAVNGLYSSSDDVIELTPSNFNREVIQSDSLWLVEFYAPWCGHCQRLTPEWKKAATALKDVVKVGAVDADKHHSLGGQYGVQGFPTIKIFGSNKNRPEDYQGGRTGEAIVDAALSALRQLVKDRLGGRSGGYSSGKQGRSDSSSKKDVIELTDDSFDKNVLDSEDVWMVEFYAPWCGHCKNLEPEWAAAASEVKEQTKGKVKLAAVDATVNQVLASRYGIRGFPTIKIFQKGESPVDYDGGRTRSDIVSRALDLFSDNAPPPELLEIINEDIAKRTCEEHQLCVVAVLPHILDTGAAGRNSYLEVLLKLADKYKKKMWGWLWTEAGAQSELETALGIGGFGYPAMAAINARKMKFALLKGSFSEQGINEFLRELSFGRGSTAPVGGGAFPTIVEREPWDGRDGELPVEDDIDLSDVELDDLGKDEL
ARNT-TACC3 inh: ARNT/TACC3 interaction disruption | Q9Y6A5 | AlphaScreen His-ARNT PAS-B/GST-TACC3 binding, luminescence; TACC3 fragment carries E629A point mutation | inhibition, % at 9.99 µM | hit rate 0.66% among 390,000 | AID 623870;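 active = mean inhibition of replicates at least 50% and at least half of replicates each reaching 50%; inconclusive = half or more replicates reach 50% but mean below 50%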;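 also: 0% = complete ARNT plus TACC3 wells and 100% = ARNT alone without TACC3; many hits fall short of the cut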
esBAF inh: blocks esBAF chromatin remodeling in mouse ES cells | Bmi1-luciferase knock-in reporter, 24 h; 100% = twice the neutral-well signal | reporter increase, % at 12.5 µM | hit rate 2% among 350,000; in the data active = activation above about 40%; inconclusive = no clear call, values can overlap the other calls;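 also: 0% = median of the plate's neutral control wells and 100% = double that signal; a rise in the Bmi1 reporter signal indicates esBAF inhibition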
Cneo AK release: Cryptococcus neoformans lysis via adenylate kinase release; lysis activity, % at 15 µM; C. neoformans lysis, adenylate kinase release luminescence, 4 h; normalised: neutral wells 0, clomiphene wells 100; hit rate 0.2% among 360,000;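 active = mean lysis activity across replicates of at least 80%, whatever share of replicates individually reach that level; inactive = mean lysis activity below 80%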
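Test system: log-phase Cryptococcus neoformans yeast cells. Input: 5 × 10^6 yeast cells/mL. Medium: fresh YPD growth medium. Doses: single dose. Incubation: static 4 h at 37 °C with compound, 1 h detection. Measured by: luminescent adenylate kinase detection reagent. Read-out: signal increase indicating cell lysis. Benchmarks: Clomiphene.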
* hit, by the source's call; ? = inconclusive; · = no result given; [ ] = remark or other dose.

SMILES | Statin myotox sup | miR-122 sensor | SIRT5 block | ERp5 block | ARNT-TACC3 inh | esBAF inh | Cneo AK release
CCCCn1c(SCC(=O)Nc2ccc3c(c2)CCC3)nc2ccccc2c1=O | · | · | -2 | -4 | 0 | · | -4
O=C(NCc1ccccc1)C(=O)NCC1OCCN1S(=O)(=O)c1ccc(Br)cc1 (stereo not drawn) | -3 | · | -2 | 17 | 0 | 3 | 7
Cn1cc(C(CO)Cc2ccccc2)c2ccccc21 (stereo not drawn) | 5 | 0 | 1 | -3 | -4 | 6 | 0
O/N=C/C1=C(Cl)c2ccccc2CC1 | · | · | -3 | 3 | 0 | · | ·
COc1ccc(NC(=O)N(C)C[C@H]2OCCCC[C@@H](C)Oc3ccc(NC(=O)Nc4ccccc4)cc3C(=O)N([C@@H](C)CO)C[C@H]2C)cc1 | · | 1[16.7 µM] | 6 | -3 | 7 | -1 | 6
C[C@H]1CCCCO[C@@H](CN(C)CC2CC2)[C@@H](C)CN([C@@H](C)CO)C(=O)c2cc(NC(=O)c3ccccc3)ccc2O1 | · | -1[16.7 µM] | -4 | -2 | 2 | 0 | 4
CCCNC(=O)c1c(O)c2c([nH]c1=O)CCCC2 | 3 | -2 | -3 | 17 | -7 | 38 | -1
C[C@H]1CCCCO[C@H](CN(C)S(=O)(=O)c2ccccc2)[C@@H](C)CN([C@@H](C)CO)C(=O)c2cc(NS(=O)(=O)c3ccc(Cl)cc3)ccc2O1 | · | -2[16.7 µM] | 12 | 0 | 8 | 2 | 0
O=C(Nc1ccc(Cl)c(Cl)c1)c1ccc(Cn2c(=O)[nH]c3ccsc3c2=O)cc1 | -30 | 2 | 1 | 2 | 8 | -3 | -1
Nc1c2c(nc3ccccc13)N(c1ccccc1)CC2 | 7 | 3 | · | · | -4 | 12 | -3
Cc1nc2ccccc2c2oc(C(=O)NCc3ccc4c(c3)OCO4)cc12 | 4 | -2 | 3 | 2 | 4 | 6 | -1
Cc1cccc(CN2CCN(C3CN(Cc4ccc([N+](=O)[O-])cc4)S(=O)(=O)C3)CC2)c1 (stereo not drawn) | 1 | -4 | -1 | -3 | · | -7 | 0
O=C(NCCc1ccc(F)cc1)C1CCN(C(=O)Nc2ccccc2)CC1 | 2 | -1 | 1 | -3 | 0 | -5 | -1
C/C=C/c1cnc2c(c1)C(=O)N([C@@H](C)CO)C[C@H](C)[C@H](CN(C)CC1CCOCC1)O2 | 54 | -1[16.7 µM] | 2 | 4 | -1 | -1 | -5
Cc1cc2nc(-c3ccc(SCC(=O)N4CCN(C(=O)c5ccco5)CC4)nc3)[nH]c2cc1C | -22 | -7 | · | · | 6 | 18 | -9
CN1C(C(=O)Nc2cccc(O)c2)=CC(c2cccs2)=NS1(=O)=O | 8 | -1 | 8 | 2 | 10 | 15 | 3
CC(C)Cn1cnc2c(Sc3c([N+](=O)[O-])ncn3C)nc(N)nc21 | -3 | · | 4 | 2 | 0 | -3 | 2
O=C(C[C@H]1CC[C@@H](NS(=O)(=O)c2ccc(F)cc2)[C@@H](CO)O1)NC1CCC1 | -5 | · | -2 | 3 | -3 | -1 | -11
O=C(C1CCN(S(=O)(=O)c2ccc(F)cc2)CC1)N1CC=C(c2ccccc2)CC1 | 17 | -10 | · | · | -45 | -3 | 4
O=C(Cc1ccc(F)cc1)c1ccc(O)cc1O | 23 | -3 | · | · | -4 | ? | -2
C[C@@H]1CN([C@@H](C)CO)S(=O)(=O)c2ccc(C#Cc3ccc(F)cc3)cc2O[C@H]1CN(C)C(=O)NC1CCCCC1 | 36 | 2[16.7 µM] | 19* | 2 | 4 | 19 | 1
CC(=O)n1nc(-c2cccnc2)nc1N | -8 | 0 | · | · | -2 | -5 | -2
CCCOc1ccc(-c2cc(C(F)(F)F)c(C#N)c(SCC(=O)O)n2)cc1 | · | · | -6 | -1 | -30 | · | ·
CO[C@H]1CN(C)C(=O)c2cc(NC(=O)NC3CCCCC3)ccc2OC[C@@H](C)N(C(C)=O)C[C@@H]1C | -5 | 0[16.7 µM] | · | 0 | · | -1 | -2
CCC(=O)N(Cc1cc2cc(OC)ccc2[nH]c1=O)c1ccccc1C | 7 | -12 | · | · | -16 | 11 | 3
O=C(CCS(=O)(=O)Cc1ccc(Cl)cc1)NCCCN1CCOCC1 | -5 | -3 | -2 | 8 | 2 | -1 | -1
Cc1onc(-c2ccccc2Cl)c1C(=O)Nc1ncn[nH]1 | -20 | -3 | · | · | · | -10 | 0
NS(=O)(=O)c1ccc(NC(=O)COC(=O)c2cn(-c3ccccc3)nc2-c2ccccc2)cc1 | 5 | -9 | 4 | -5 | 1 | 13 | -1
OCCNc1nc2ccc(Cl)cc2[nH]1 | 3 | 0 | · | · | 2 | 2 | ·
COc1cccc(-c2nc(C(=O)NCC3CCCO3)cc3c2[nH]c2ccccc23)c1 (stereo not drawn) | -13 | -7 | · | 2 | 17 | 13 | -2
CN(CC(=O)Nc1cccc(F)c1)C(=O)CCCNC(=O)c1ccc(Cl)cc1 | 1 | -2 | -4 | 8 | 2 | 54* | -3
Cc1cc(C)n(CC(O)COc2ccc(C(C)(C)C)cc2)n1 (stereo not drawn) | -29 | 3 | -7 | -7 | -3 | 3 | 0
CNC(=O)NC(=O)C(c1ccccc1)N(C)CC1COc2ccccc2O1 (stereo not drawn) | -29 | · | -2 | 3 | -1 | -9 | -1
COc1ccc(-n2cc(CNCCCn3ccnc3)c(-c3cccc(F)c3)n2)cc1 | · | · | -8 | -6 | 16 | · | ·
COCCn1cc(C(=O)N2CCC(C)CC2)c2c3ccccc3n(C)c2c1=O | · | 2 | · | · | 0 | -1 | 3
COc1cccc(-c2cc(C(=O)Nc3ccccc3)c3ccccc3n2)c1 | · | 11 | 1 | 5 | · | · | 2
CCOC(=O)C1(CCOc2ccccc2)CCN(C(=O)c2ccc(-n3cccn3)cc2)CC1 | · | · | -4 | -2 | -23 | · | ·
Cc1ccc(OCC(=O)Nc2ccc(N3CCN(S(C)(=O)=O)CC3)cc2)cc1 | · | · | 3 | 4 | -5 | · | ·
CCc1cc(=O)oc2cc(O[C@@H]3O[C@H](CO)[C@@H](O)[C@H](O)[C@H]3O)c(Cl)cc12 | 7 | -4 | 0 | -2 | 2 | -5 | 0
COc1cc(NC(=O)CSc2ccccc2)c(C(=O)O)cc1OC | -2 | -1 | 0 | 1 | 7 | -9 | 0
O=C(Nc1ccncc1)Nc1ccncc1 | · | · | 1 | -3 | 3 | · | ·
COC(=O)c1ccc(C(=O)Nc2cc(Cl)ccc2Cl)cc1NC(=O)c1ccccc1C | -82 | -1 | · | · | -5 | -3 | ·
CN(CC(=O)Nc1cccc(F)c1)C(=O)CC1CC2CCC1C2 (stereo not drawn) | 12 | -4 | 0 | -1 | -2 | -4 | 0
COCc1cn(CC[C@H]2CC[C@H](NC(=O)Nc3ccc(OC)cc3)[C@H](CO)O2)nn1 | -6 | · | 0 | 1 | -28 | -2 | -2
O=C(COC(=O)c1ccc(F)c(S(=O)(=O)N2CCOCC2)c1)c1ccccc1 | 12 | -1 | -1 | -3 | · | 3 | 1
O=C(CN1CCC(n2nnc3cc(F)ccc32)CC1)NCCc1ccccc1 | · | 4 | · | · | 0 | 11 | 2
CCn1c(C)nc2cc(C(=O)NNC(=O)c3ccc(Cl)nc3)ccc21 | -3 | -2 | -5 | -7 | -1 | 5 | 0
CCCCCOC(=O)c1ccccc1C(=O)O | · | 2 | · | · | -24 | · | 0
O=C(/C(=N/N=C/c1ccc(O)c(O)c1O)c1ccccc1)c1ccccc1 | · | -2 | -4 | 3 | 13 | · | -3
COC(=O)c1cccnc1-n1c(=O)c2cccnc2n(Cc2cccc([N+](=O)[O-])c2)c1=O | -10 | 1 | 0 | -2 | 13 | -4 | ·
O=C(CCC(=O)Nc1nnc(C2CCCCC2)s1)NCc1cccs1 | 14 | -2 | · | · | · | 10 | -1
CC(NC(=O)COC(=O)CN1C(=O)NC2(CCCC2)C1=O)c1ccc(F)cc1 (stereo not drawn) | -4 | -8 | 4 | -2 | -6 | -4 | 0
Cc1noc(C)c1C(=O)NCCC1=CCCCC1 | -1 | -6 | · | · | -4 | 0 | 6
COC(=O)Cc1nc2ccccc2[nH]1 | 0 | 9 | · | · | 40 | 0 | 4
Cc1ccc(C(=O)OCC(=O)Nc2ccc(C(N)=O)cc2)s1 | -2 | -6 | -5 | -1 | -4 | 1 | 0
O=C(CN1CCCCC1)Nc1ccccc1Oc1ccccc1 | · | · | -2 | -1 | -7 | · | ·
CCCCCCS(=O)[C@H]1CS(=O)(=O)C[C@@H]1S(=O)CCCCCC (stereo partly drawn) | · | -7 | · | · | 1 | -7 | 1
CC(=O)N[C@@H](Cc1c[nH]c2ccccc12)C(=O)OCC(=O)Nc1ccc2c(c1)OCO2 | 1 | -2 | · | 0 | 6 | · | 0
CCOC(=O)c1c(C)n(-c2ccccc2)c2ccc(O)c(CN(C)C)c12 | · | 4 | -3 | 4 | 6 | · | ·
Cc1cccc(C(=O)NC(=S)Nc2c(C)n(C)n(-c3ccccc3)c2=O)c1 | 8 | 2 | -2 | 4 | 6 | -2 | -2

Entries above that have two or more sulfur atoms, in the order listed:
SMILES | Statin myotox sup | miR-122 sensor | SIRT5 block | ERp5 block | ARNT-TACC3 inh | esBAF inh | Cneo AK release
C[C@H]1CCCCO[C@H](CN(C)S(=O)(=O)c2ccccc2)[C@@H](C)CN([C@@H](C)CO)C(=O)c2cc(NS(=O)(=O)c3ccc(Cl)cc3)ccc2O1 | · | -2[16.7 µM] | 12 | 0 | 8 | 2 | 0
CN1C(C(=O)Nc2cccc(O)c2)=CC(c2cccs2)=NS1(=O)=O | 8 | -1 | 8 | 2 | 10 | 15 | 3
O=C(CCC(=O)Nc1nnc(C2CCCCC2)s1)NCc1cccs1 | 14 | -2 | · | · | · | 10 | -1
CCCCCCS(=O)[C@H]1CS(=O)(=O)C[C@@H]1S(=O)CCCCCC (stereo partly drawn) | · | -7 | · | · | 1 | -7 | 1

Additional structures.
SMILES | Statin myotox sup | miR-122 sensor | SIRT5 block | ERp5 block | ARNT-TACC3 inh | esBAF inh | Cneo AK release
COc1cccc(-n2cc(CN(C)Cc3nc(Cc4cccc(F)c4)no3)cn2)c1 | 4 | -2 | -1 | 1 | -2 | 8 | 0
COCCNc1nc2c(c(=O)n(C)c(=O)n2C)n1Cc1cccc(C(F)(F)F)c1 | -89 | -7 | · | · | 0 | 2 | 0
Cc1cccc(C)c1Nc1nnc(SC/C(O)=C(\C#N)c2nc3ccccc3[nH]2)s1 | · | 13 | · | -2 | 5 | · | 5
O=C(C[C@@H]1CC[C@@H]2[C@H](COC[C@H](O)CN2C(=O)c2ccccc2)O1)N1CCOCC1 | -13 | 1[16.7 µM] | -1 | -1 | -1 | -1 | 2
Cc1ccccc1C(=O)NNC(=O)c1ccc(Br)cc1 | -7 | 8 | -1 | 7 | 20 | 20 | -1
C[C@@H]1CCCCO[C@@H](CN(C)CC2CC2)[C@@H](C)CN([C@H](C)CO)C(=O)c2cc(NC(=O)CCC(F)(F)F)ccc2O1 | · | -3[16.7 µM] | 0 | -2 | -5 | 0 | 15
CCCCCCCCCCOC(=O)Cn1c(COc2ccccc2C)[n+](C)c2ccccc21 | -113 | · | 7 | 3 | -1 | -16 | 72
O=C(NC1CCCCNC1=O)c1ccccc1 (stereo not drawn) | · | -3 | 1 | 1 | -12 | · | 6
Cc1c(C)c(C)c(S(=O)(=O)N2CCSCC2)c(C)c1C | · | · | -4 | 2 | 0 | · | ·
COc1ccnc(Oc2ccc(C)cc2C)c1C#N | 0 | 1 | · | · | 7 | 22 | -1
CCC(=O)Nc1ccc(C(=O)Cn2ncc(Cl)c(Cl)c2=O)cc1 | 4 | 7 | -3 | 5 | -5 | 2 | 1
COc1cc2c(cc1NC(=O)c1ccccc1-c1ccccc1C(=O)O)-c1ccccc1C2 | -4 | -2 | -8 | -7 | · | -1 | 1
C[C@@H](NC(=O)C[C@@H]1CC[C@@H]2[C@H](COC[C@H](O)CN2Cc2cc(F)ccc2F)O1)c1ccccc1 | 12 | 4[16.7 µM] | 7 | 1 | -12 | -2 | 112*

Random draw from the library; about 4% have a hit in one of these screens.
